From PubChem BioAssay
Mac1 fbg enh = enhancers of human CD11b/CD18 binding to fibrinogen; P05107+P11215; K562 CD11b/CD18 adhesion to fibrinogen, ATPlite luminescence; activation, % at 10 µM; 93,000 tested, 0.07% active; AID 1499;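 active means 10 µM primary screen giving 50% or more activity, confirmed by 40% or more on retest at that dose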; further: strong numbers were not always called active
Target sequence (P05107 whole entry, looked up, other chains not shown): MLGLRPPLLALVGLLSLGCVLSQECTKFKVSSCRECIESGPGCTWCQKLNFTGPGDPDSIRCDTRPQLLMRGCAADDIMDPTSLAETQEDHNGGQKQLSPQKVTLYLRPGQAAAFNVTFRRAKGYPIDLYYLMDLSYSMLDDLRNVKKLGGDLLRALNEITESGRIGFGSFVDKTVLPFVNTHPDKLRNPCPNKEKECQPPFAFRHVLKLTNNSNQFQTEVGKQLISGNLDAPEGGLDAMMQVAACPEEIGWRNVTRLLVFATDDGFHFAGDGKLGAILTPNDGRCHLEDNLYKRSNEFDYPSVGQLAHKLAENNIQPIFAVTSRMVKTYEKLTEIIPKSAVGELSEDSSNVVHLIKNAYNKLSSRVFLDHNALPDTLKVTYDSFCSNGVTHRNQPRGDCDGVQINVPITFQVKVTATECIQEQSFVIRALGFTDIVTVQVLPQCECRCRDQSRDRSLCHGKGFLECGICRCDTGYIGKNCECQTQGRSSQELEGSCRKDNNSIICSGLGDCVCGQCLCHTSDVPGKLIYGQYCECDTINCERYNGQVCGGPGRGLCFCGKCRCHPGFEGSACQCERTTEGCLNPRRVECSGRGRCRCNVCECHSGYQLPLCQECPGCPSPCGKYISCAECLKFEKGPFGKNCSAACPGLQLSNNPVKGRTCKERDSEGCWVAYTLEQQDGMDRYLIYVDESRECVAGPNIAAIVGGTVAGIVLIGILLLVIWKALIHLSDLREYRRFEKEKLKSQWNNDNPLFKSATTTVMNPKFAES
CYP2C19 act = activators of human cytochrome P450 2C19. P33261. recombinant CYP2C19, luciferin-H EGE luminescence; active compounds read high; 0 = fully inhibited enzyme, 1 = untreated enzyme. activation factor at 5 µM. 96,000 tested, under 10 active. AID 1025;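 active means activation factor of at least 2 at 5 µM in the primary screen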;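 further: 0 = wells with 2.5 mM tranylcypromine and 1 = vehicle-only wells; values of inactives mirror those of a sister screen read the other way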
CYP2C19 inh = human CYP2C19 inhibition; P33261; CYP2C19 Supersomes, luciferin-H EGE luminescence, 30 min; inhibition, % at 5 µM; 96,000 tested, 21% active; AID 778;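 active means CYP2C19 inhibition above a set limit at 5 µM in the primary screen, cut at about 50% in these data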;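 further: plate controls were negative control wells for no effect and 2.5 mM tranylcypromine positive control for full effect; values of inactives mirror those of a sister screen read the other way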
Fibroblast inh = blocks proliferation of human lung fibroblasts; LL 47 human lung fibroblast viability, ATP luminescence; active compounds read low; viability, % at 10 µM; 85,000 tested, 1.1% active;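 active means viability at or below 50% in the single dose screen; inactive means viability above 50%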;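 further: compound exposure lasted 72 h before the ATP readout; 100% = median luminescence of untreated cell-only wells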
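Test system: LL 47 human lung fibroblasts; Quantity: 1,150 cells/well; Buffer or medium: IMEM plus 15% FBS; Dosing: tenfold compound dosing solution, DMSO at 0.1%; Timing: overnight cell rest, 72 h compound treatment at 37 °C; Detection: ATP-based CellTiter-Glo luminescent readout; Read-out basis: viability percentage against median untreated-cell control; Controls: cell-only wells, no compound.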
ERa SRC1 pot = enhances coactivator binding to human estrogen receptor alpha; P03372; TR-FRET ERalpha-LBD/SRC-Cy5 coactivator binding, 2 h; 100 = basal binding, no effect; coactivator binding (% of control), % at 25.6 µM; 86,000 tested, 1.3% active; AID 639; in the data active means activity above about 200%;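 further: binding measured in presence of low estradiol as agonist stimulus; 0% = peptide alone without receptor and 100% = receptor with peptide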
Mac1 fbg inh = blocks human CD11b/CD18 adhesion to fibrinogen. P05107+P11215. K562 CD11b/CD18 adhesion to fibrinogen, ATPlite luminescence; Mn2+ added to activate the integrin. inhibition, % at 10 µM. 93,000 tested, 0.54% active;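 active means primary inhibition of 50% or more at 10 µM, then 40% or more on retest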; further: some results filed as inactive read as strong as hits
HUVEC inhibit = human endothelial cell proliferation inhibition; HUVEC proliferation, CellTiter-Glo luminescence, 72 h; active compounds read low; viability, % at 10 µM (by protocol); 86,000 tested, 1.1% active;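 active means viability at or below 30%; inactive means viability above 30%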;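 further: 100% = median luminescence of DMSO-only cell control wells on each plate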
ERa SRC1 inh = blocks coactivator binding to human estrogen receptor alpha; P03372; inhibition, % at 25.6 µM; 86,000 tested, 1.7% active; TR-FRET ER-alpha LBD / SRC-1 peptide, estradiol-bound; AID 629; in the data active means inhibition above about 50%;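 further: 0% = receptor plus peptide control and 100% = peptide only without receptor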
H69AR inhibit = growth inhibitors of human H69AR lung tumor cells | H69AR lung tumor viability, ATP luminescence, 72 h; active compounds read low | viability, % at 10 µM | 85,000 tested, 6% active | AID 598;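 active means viability at or below 40%; inactive means viability above 40%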;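 further: multidrug resistant small cell line overexpressing MRP-1 efflux transporter; 100% = mean luminescence of untreated control wells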
* = called active by the depositor; nt = no result given; [ ] = another dose, or the depositor's remark. Compounds were not picked by outcome. Share with any hit: about 26%.

molecule,Mac1 fbg enh,CYP2C19 act,CYP2C19 inh,Fibroblast inh,ERa SRC1 pot,Mac1 fbg inh,HUVEC inhibit,ERa SRC1 inh,H69AR inhibit
COc1ccccc1N1CCN(C(=O)c2cc3sccc3n2C)CC1,nt,0.3,66*,91,86,nt,78,-3,72
Clc1cc(Br)ccc1OCCOCCN1CCOCC1,-5,0.2,81*,99,112,6,84,-3,95
NC1=NC(=O)/C(=C\c2cccs2)S1,0,1,-5,nt,nt,-27,nt,nt,nt
CC(=O)Nc1c(C(=O)c2ccccc2)oc2ccccc12,-1,0.6,36,98,83,-5,88,9,89
O=c1cc(O)n(-c2ccc(Cl)cc2)c(=S)[nH]1,2,0.9,12,112,90,-6,107,-3,96
O=C(NCc1ccco1)c1cccc(NC(=O)c2ccccc2)c1,6,0.6,38,99,109,-25,64,-7,71
CN(C)CCN1C(=O)c2oc3ccccc3c(=O)c2C1c1ccccc1 (stereo not drawn),-2,0.9,7,96,112[fluorescence artefact?],-16,96,-6,nt
CC1(C)N=C(N)N=C(N)N1c1ccc(C(=O)O)cc1,2,0.9,9,nt,nt,-30,nt,nt,nt
CC(C)c1nnc(SCC(=O)NCCC2=CCCCC2)n1N,-1,0.8,17,116,104,-10,98,4[fluorescence artefact?],90
CCCC(CCC)C(=O)NCCN1CCOCC1,7,1,4,102,95,-18,101,-8,87
FC(F)(F)c1nnc2ccc(-n3ccnc3)nn12,8,1,-3,97,98,1,108,-1,101
O=C(NCc1ccccc1Cl)C1CCN(S(=O)(=O)N2CCCCCC2)CC1,-2,0.9,11,103,116,1,88,-10,72
COc1cc(C#N)ccc1OCC(=O)c1ccc2c(c1)OCCO2,0,0.4,62*,nt,86,-14,90,40,93
CC(NC(=O)c1ccc(N(C)C)cc1)C(c1cccs1)N1CCN(C)CC1 (stereo not drawn),0,0.9,9,92,99,-23,84,-17,94
COC(=O)C(C#N)c1nc2ccccc2nc1N1CCCC1 (stereo not drawn),2,0.7,30,95,106,4,100,-11,88

Brought forward from above: 2 entries, then new ones.
molecule,Mac1 fbg enh,CYP2C19 act,CYP2C19 inh,Fibroblast inh,ERa SRC1 pot,Mac1 fbg inh,HUVEC inhibit,ERa SRC1 inh,H69AR inhibit
CC(NC(=O)c1ccc(N(C)C)cc1)C(c1cccs1)N1CCN(C)CC1 (stereo not drawn),0,0.9,9,92,99,-23,84,-17,94
COC(=O)C(C#N)c1nc2ccccc2nc1N1CCCC1 (stereo not drawn),2,0.7,30,95,106,4,100,-11,88
CC(=O)c1c(C)[nH]c(C(=O)CSc2nnc(-c3ccco3)n2Cc2ccccc2)c1C,-1,0.3,73*,91,99[fluorescence artefact?],11,79,7,39*
CN1CCN(Cc2nc3c([nH]2)c(=O)[nH]c(=O)n3C)CC1,-2,1,2,98,125,0,113,-11,86
O=C(OCCCN1C(=O)c2ccccc2C1=O)c1ccco1,nt,0.5,54*,97,111,nt,88,-4,92
COc1ccc(N(CC(=O)N2CCc3ccccc3C2)S(C)(=O)=O)cc1OC,3,0.8,16,99,110,1,94,10,104
CCCOc1ccc(/C=N/NC(=O)C2CCCN2S(=O)(=O)c2ccc(Cl)cc2)cc1 (stereo not drawn),-1,0.7,26,nt,nt,-3,nt,nt,nt
CCCN1CCN(CCCNC(=O)Cn2nc(-c3ccccc3)ccc2=O)CC1,-10,1,-3,105,110,-8,109,7,104
Cc1ccc(Cn2nnc3c(=O)n(CC(=O)NCC4CCCO4)cnc32)cc1 (stereo not drawn),-5,0.6,41,nt,nt,11,nt,nt,nt
COc1ccc(OCCSc2nc3ccccc3c(=O)[nH]2)cc1,-2,1,2,nt,nt,1,nt,nt,nt
CCOC(=O)c1ccc2ncc(C(=O)OCC)c(NCCCN3CCOCC3)c2c1,-5,0.2,83*,91,95,-9,80,-5,69
CSc1nc(N)c2c3c(sc2n1)COC(C(C)C)C3 (stereo not drawn),2,0.1,94*,92,108,-8,89,0,59
CCN(CC)CCNC(=O)c1cn(-c2ccccc2)nc1-c1cccs1,-2,0.9,14,88,100,-7,83,-4,71
COc1ccc(Cl)cc1S(=O)(=O)N1CCN(CC(=O)C(C)(C)C)CC1,1,0.1,86*,93,125,-25,100,-5,91
COc1ccc(C(=O)NCC(=O)NC2=NCCS2)cc1,-1,1,-2,108,103,3,101,-5,103
COc1cccc(-c2nnc3n2N=C(c2cccc(Br)c2)CS3)c1,1,0.7,34,99,99,35,92,22[fluorescence artefact?],89
N=c1c(S(=O)(=O)c2ccc(Cl)cc2)cc2c(=O)n3ccccc3nc2n1CCN1CCOCC1,4,0.6,40,100,99,-5,94,-25[fluorescence artefact?],78
O=c1cc2[nH]c3ccccc3c(=O)n2nc1-c1ccccc1,3,0.6,37,nt,nt,-2,nt,nt,nt
CCC(C)NC(=O)Nc1ccccc1C (stereo not drawn),2,0.9,8,101,97,5,98,34,89
O=C(N/N=C1/CCCc2ccccc21)C(c1ccccc1)c1ccccc1,-5,1.1,-12,nt,nt,2,nt,nt,nt
CCS(=O)(=O)NCCc1csc(C)n1,-3,1.1,-8,nt,nt,-2,nt,nt,nt
Cc1cc(NC(=O)COC(=O)c2c(C)nn(-c3ccccc3)c2C)no1,-1,0.7,26,99,83,4,100,12,96
O=C(O)CCN=C1CCc2ccccc2N1,0,1,0,98,100,-1,96,-5,96
COc1ccc(S(=O)(=O)N2Cc3ccccc3CC2C(=O)Nc2ccc3c(c2)OCO3)cc1 (stereo not drawn),78,0.2,85*,nt,nt,-19,nt,nt,nt
CC(C)c1c(O)nc(SCc2ccccc2)[nH]c1=O,3,0.9,5,99,114[fluorescence artefact?],-3,93,1,103
COc1ccc(-c2cc(C(F)(F)F)nc(-n3cc(Cl)cn3)n2)cc1,-1,0.8,17,92,95,9,100,15,90
CCOC(=O)c1ccccc1NC(=O)C(C)Oc1ccccc1 (stereo not drawn),nt,0.8,21,95,91,nt,107,-3,91
CC(C)OCCCNC(=O)c1c(N)n(/N=C/c2ccccn2)c2nc3ccccc3nc12,0,1.1,-5,102,115,-9,76,-9,23*
CCCCCn1c(CNC(=O)c2cccs2)nc2ccccc21,nt,nt,nt,91,98,nt,90,-2,94
CCC(C)(C)NC(=O)c1ccc2c(c1)S(=O)(=O)c1ccccc1C2=O,-1,0.8,23,nt,nt,-7,nt,nt,nt
CCC(C)(NC(=O)CNC(C)=O)C(=O)NC1CCCCC1 (stereo not drawn),-3,1,-1,97,95,5,96,9[fluorescence artefact?],99
COc1ccc2c(c1)SCCC2=O,-1,0.7,34,nt,nt,-1,nt,nt,nt
Cc1ccc(C(C)NC(=O)C2CCCO2)cc1C (stereo not drawn),-2,0.5,46,99,114[fluorescence artefact?],-15,108,-2,94
CC(=C1C(=O)c2ccccc2C1=O)N1CCN(Cc2ccccc2)CC1,-4,0.9,6,105,714*[fluorescence artefact?],-27,95,0,84
Cc1nc(NNC(=O)c2ccc(Cl)cc2Cl)cc(-c2ccccc2)n1,-1,1.1,-8,110,107,-10,79,6[fluorescence artefact?],104
CCN(CC)c1cc2nonc2c2nonc12,-2,0.9,14,102,105,-9,86,-6,105
O=Cc1cc2ccccc2nc1SCc1ccc(Cl)c(Cl)c1,-3,1,0,nt,nt,9,nt,nt,nt
CSc1oc(-c2ccc(F)cc2)nc1S(=O)(=O)c1ccccc1,nt,nt,nt,94,96,nt,56,2[fluorescence artefact?],85
COc1ccccc1N1CCN(C(=O)c2cc(-c3cccs3)on2)CC1,nt,nt,nt,108,110[fluorescence artefact?],nt,90,12[fluorescence artefact?],103
Cc1ccc2nc(C)c(C)nc2c1N,4,0.2,77*,100,104,-27,93,8[fluorescence artefact?],96
O=C1c2ccccc2C(=O)N1CCCc1nc(-c2ccc(Cl)cc2)no1,-3,1.1,-12,106,101,3,86,10,93
COC(=O)c1ccc(NC(=S)NC(=O)c2cc(-c3ccccc3)nc3ccccc23)cc1,5,0.8,15,nt,nt,4,nt,nt,nt
O=C(CSC1=NCCS1)N1CCN(c2ccccc2)CC1,nt,nt,nt,91,103[fluorescence artefact?],nt,98,-9,66
CCOC(=O)Cn1c(=O)cnc2ccccc21,-3,1.1,-7,100,120,1,92,-7,101
O=C(Nc1ccc(Cl)cc1)N1CCCN(Cc2ccccc2F)C1,-6,0.5,50,93,95,0,91,-4,77
Cn1c(SCC(=O)CC(=O)Nc2ccccc2)nnc1-c1ccc(O)cc1,nt,nt,nt,102,80,nt,88,-14,103
COc1ccc(N2CCN(/C(=N\S(=O)(=O)c3ccc(C)cc3)Nc3nc(C)cc(C)n3)CC2)cc1,5,0.9,7,92,75,10,106,-5,98
CCn1c(N)c(C(N)=O)sc1=S,1,1,4,99,90[fluorescence artefact?],-21,106,5,87
COc1ccc(CN2CC(C(=O)NCCCN3CCCCCC3)CC2=O)cc1 (stereo not drawn),0,1,3,103,203*[fluorescence artefact?],-5,96,25,95
C=CCN=C(NC#N)SCC(=O)NC(C)(C)C,2,0.9,5,99,117,10,89,7[fluorescence artefact?],100
O=c1cc(N2CCCC2)[nH]c(=O)n1-c1ccc(Cl)cc1,nt,nt,nt,94,98,nt,90,-23,88
O=C(O)C(Oc1ccc2c3c(c(=O)oc2c1)CCC3)c1ccccc1 (stereo not drawn),-3,1.2,-16,104,101,12,103,1,104
COc1ccc(NS(=O)(=O)c2ccc3c(c2)n(C)c(=O)n3C)cc1,-4,0.7,27,nt,nt,-12,nt,nt,nt
